Compound activity as filed in PubChem BioAssay.
DRD3 agonist = agonists of human D3 dopamine receptor; D3R DiscoveRx beta-arrestin cells, luminescence, 90 min; P35462; actives 0.58% (n = 410,000); max activation, %; in the data active = max activation above about 30%; also: 0% is about no effect; mostly tested at two doses, the higher about 12 µM
Target sequence (P35462 whole entry, looked up): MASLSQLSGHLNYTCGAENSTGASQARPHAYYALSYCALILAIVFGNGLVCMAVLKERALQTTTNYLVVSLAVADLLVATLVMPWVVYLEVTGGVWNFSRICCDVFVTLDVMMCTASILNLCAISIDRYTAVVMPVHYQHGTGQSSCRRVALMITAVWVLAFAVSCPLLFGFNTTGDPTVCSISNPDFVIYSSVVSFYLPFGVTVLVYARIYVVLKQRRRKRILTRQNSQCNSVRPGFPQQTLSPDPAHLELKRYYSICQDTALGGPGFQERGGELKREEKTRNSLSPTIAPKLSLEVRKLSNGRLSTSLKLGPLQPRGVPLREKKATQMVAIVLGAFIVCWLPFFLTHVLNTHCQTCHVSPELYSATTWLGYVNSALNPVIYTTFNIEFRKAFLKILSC
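Agonist-mode cell screen: cells plated at 1500/well and incubated overnight at 37 °C, then exposed to library compounds for 90 min at 37 °C. Detection reagent was added for 30–60 min at room temperature, and luminescence was read.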
HEK293 tox = cytotoxic in the GLP-1 receptor inverse agonist counter-screen | HEK293 cAMP-luciferase reporter cells, luminescence, 24 h | Potency, µM (top dose mostly 38.3 µM), for the others: at the top dose activity change, negative = inhibition, actives largely listed as inhibitors | actives 0.13% (n = 410,000);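 also: loss of luciferase light is scored as toxicity; potency is read from the fitted curve at half-maximal effect; % is scaled to controls: 0 for no effect and ±100 for the full control effect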
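To flag toxic compounds, the library was rerun on cells for 24 hr at 37 deg C and 5% CO2. Viability-linked luminescence was captured 12 min after adding luciferase detection reagent.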
GLP-1R agonist = GLP-1 receptor (human) agonism. HEK293 GLP-1R CRE-luciferase, luminescence, 4-6 h; cells express a hypersensitive GLP-1R form. actives 0.007% (n = 380,000). P43220. AID 624172. Potency, µM (titrated, usually from 45.6 µM), for inactives: at the highest dose activation, actives largely listed as activators; also: potency is read from the fitted curve at half-maximal effect; % of control where 0% means no effect
IL-2 act = activators of IL-2; AID 652025; activation, % (series mostly up to about 46 µM); IL-2 activation reporter assay, cell-based qHTS; stimulated with anti-CD3/CD4/CD28 beads; in transgenic mouse T cells; actives 0.065% (n = 360,000); in the data active = activation above about 50%; inconclusive = mostly about 30% to 49%; also: 0% is about no effect
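Screening format: compound pinned onto unstimulated transgenic mouse T cells, 60 min incubation, then anti-CD3/anti-CD4/anti-CD28 bead stimulation for 18 hours at 37 degrees C, followed by EGFP and DsRed detection.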
GLP-1R inv ag = inverse agonists of human GLP-1 receptor. P43220. HEK293 GLP-1R CRE-luciferase, luminescence, 24 h; GLP-1R form is constitutively active. Potency, µM (series often up to 38.3 µM), for the others: at the top dose activity change, negative = inhibition, usual class: inhibitors. actives 1.6% (n = 410,000); also: potency is read from the fitted curve at half-maximal effect; % is scaled to controls: 0 for no effect and ±100 for the full control effect; nearly all actives have a fitted effect of over 55% in size
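Constitutively active GLP-1R drives a cAMP-responsive luciferase in stably transfected HEK293 cells; test compounds are added after overnight (12 h) attachment and left 24 hr, and signal loss in luminescence marks inhibition.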
D3 antag = D3 dopamine receptor (human) antagonism; D3R cells, DiscoveRx beta-arrestin luminescence, antagonist mode; active compounds read low; actives 2.5% (n = 360,000); P35462; max response, negative = inhibition, %; in the data active = max response below about -50%; inconclusive = no clear call, values can overlap the other calls; also: % is scaled to controls: 0 for no effect and ±100 for the full control effect; mostly tested at two doses, the higher about 12 µM
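Cells expressing the human receptor were seeded at 1500 cells/well, incubated overnight at 37 degrees C in 5% CO2, then exposed to library compounds with dopamine controls for 90 minutes at 37 degrees C before luminescent detection.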
PI5P4Ka inh = blocks human PI5P4K alpha kinase activity | P48426 | PI5P4Kalpha enzyme, ADP-Glo luminescence, 60 min; active compounds read low | max response, % | actives 1.2% (n = 330,000) | AID 652105; active = max response of -50% or lower; inconclusive = between -30% and -50%; inactive = -30% or higher; also: value at the top dose of about 77 µM; % is scaled to controls: 0 for no effect and ±100 for the full control effect
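Reactions run in 0.038 M HEPES pH 7.4, 0.28 mM EGTA, 0.1% CHAPS and 5% DMSO, with PI5P4Kalpha, substrate, compound and 5 microM ATP final, one hour at room temperature. Readout is ADP-Glo luminescence.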
WRN helicase inh = WRN helicase (human) inhibition. Potency, µM (doses to about 114 µM), for inactives: top-dose activity change, negative = inhibition, hits mostly inhibitors. WRN helicase unwinding, fluorescent forked duplex, kinetic. actives 0.46% (n = 360,000). AID 651768; also: potency is read from the fitted curve at half-maximal effect; % is scaled to controls: 0 for no effect and ±100 for the full control effect; nearly all actives have a fitted effect of over 55% in size
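Screening of the MLSMR collection measured strand separation of a quenched forked DNA duplex (100 nM) by 20 nM WRN with 2 mM ATP, all final. Compounds were preincubated with enzyme 15 min at room temperature.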
PLK1 PBD block = inhibitors of human PLK1 polo-box domain binding; actives 2.8% (n = 360,000); P53350; Potency, µM, for inactives: max response, negative = inhibition, actives largely listed as inhibitors; Plk1 PBD binding of FITC phosphopeptide, fluorescence polarization; also: potency is read from the fitted curve at half-maximal effect; series mostly up to about 57 µM; % is scaled to controls: 0 for no effect and ±100 for the full control effect; nearly all actives have a fitted effect of over 65% in size
Target sequence (P53350 whole entry, looked up, the tested form may be a part): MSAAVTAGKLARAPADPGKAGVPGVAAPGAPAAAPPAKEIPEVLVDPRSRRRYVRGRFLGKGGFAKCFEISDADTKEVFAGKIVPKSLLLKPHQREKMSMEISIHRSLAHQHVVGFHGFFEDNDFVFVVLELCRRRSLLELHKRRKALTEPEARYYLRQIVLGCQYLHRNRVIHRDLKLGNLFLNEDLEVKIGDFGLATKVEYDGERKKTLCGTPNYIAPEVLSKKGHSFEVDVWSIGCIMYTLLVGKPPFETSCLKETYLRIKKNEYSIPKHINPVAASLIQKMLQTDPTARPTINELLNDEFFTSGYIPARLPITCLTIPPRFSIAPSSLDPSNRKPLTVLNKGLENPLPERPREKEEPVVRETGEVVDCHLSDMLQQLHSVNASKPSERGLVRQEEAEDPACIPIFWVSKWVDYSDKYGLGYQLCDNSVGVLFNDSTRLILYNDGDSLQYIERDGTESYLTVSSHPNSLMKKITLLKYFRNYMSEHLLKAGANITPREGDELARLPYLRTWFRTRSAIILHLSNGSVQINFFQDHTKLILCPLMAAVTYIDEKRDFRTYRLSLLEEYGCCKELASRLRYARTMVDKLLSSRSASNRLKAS
An asterisk follows results filed as active; u = inconclusive; x = not tested or not shown; [ ] = remark or other dose. Unless noted, calls follow the shape of the dose curve; as a rule, active = well fitted curve in the direction sought with a large enough effect; inconclusive = small, poorly fitted or top-dose-only effect, or another doubt; inactive = no such curve, though single readings can be large; an effect the other way counts as inactive or inconclusive.

SMILES,DRD3 agonist,HEK293 tox,GLP-1R agonist,IL-2 act,GLP-1R inv ag,D3 antag,PI5P4Ka inh,WRN helicase inh,PLK1 PBD block
CC1CCC(C(C)C)C(=O)/C1=C/c1ccc(N)cc1 (configuration not stated),2.0,-1.7%,-0.2%,1.0,u,10.1,-11.7,-1.1%,23.8µM*
Brc1ccc(-c2n(-c3ccccn3)c3ccccc3[n+]2-c2ccccn2)cc1,-12.7,-5.1%,1.1%,0.2,u,-19.9,0.9,4.1%,-1.4%
O=C(OCc1cccc([N+](=O)[O-])c1)c1cc2ccccc2oc1=O,-3.5,-0.1%,3.6%,0.2,2.9%,-25.8,6.0,-22.8%,-3.3%
Cc1cc(NC(=O)/C=C/c2cccc(F)c2)n(-c2nc3ccccc3[nH]2)n1,3.2,5.2%,0.7%,-0.5,35.4%[activator],29.2,0.2,-6.7%,-3.6%
Cc1onc(-c2ccccc2Cl)c1C(=O)Nc1nnc(-c2ccc(Br)cc2)s1,1.0,-17.5%,-6.8%,-2.4,10µM*,0.0,6.1,-7.5%,-22.7%
Cc1cc(=O)n2[nH]c(-c3ccc(C(C)(C)C)cc3)cc2n1,-27.8,-24.0%,-6.6%,-2.5,-3.6%,-8.7,x,-8.3%,-4.0%
NC(c1csc(Nc2ncccn2)n1)c1ccccc1Cl (configuration not stated),5.9,-10.3%,-6.9%,-0.4,-4.0%,12.9,1.4,-5.8%,3.6%
NC(=O)CSc1cn(Cc2ccccc2)c2ccccc12,1.2,-0.6%,4.8%,0.2,u,2.0,0.5,-2.2%,-18.2%
O=C(COC(=O)c1ccccc1)Nc1ccccc1Sc1ccccc1,4.7,-1.1%,-1.2%,23.1,-23.6%,17.3,19.8,-9.4%,7.8%
Cc1nc2cc(-c3ccccc3)nn2c(N)c1-c1ccccc1,-3.5,-1.2%,-2.3%,1.9,-35.7%,1.5,-8.0,-2.5%,-2.3%
O=C(NC1CCCCC1)c1ccc(S(=O)(=O)N2CCOCC2)cc1,5.8,10.5%,-4.7%,-3.1,16.4%,-5.0,x,0.3%,0.0%
O=C(CN1CCCc2ccccc21)N1CCc2ccccc21,-13.1,4.5%,10.0%,-1.0,-24.2%,-1.3,2.3,0.5%,5.0%
O=C(c1ccncc1)N1CCN(S(=O)(=O)c2ccc3ccccc3c2)CC1,3.8,1.1%,-0.2%,0.1,17.6%,6.2,1.5,-3.8%,3.2%
CCC[C@H]1CN(c2ccc(Br)cc2)C(=O)[C@@H]1CC(=O)Nc1ccccc1,-0.3,-4.2%,-0.3%,-1.0,11.2µM*,18.1,4.3,2.3%,2.3%
COc1ccc(C(=O)CSc2nnc(C(CO)NC(=O)c3ccc(OC)cc3)n2C)cc1 (configuration not stated),-4.5,-3.6%,-5.7%,-0.2,14.2%,-8.0,-3.5,-1.4%,-1.6%
COc1ccc2cc(C3C(C#N)=C(N)OC(C)=C3C(C)=O)c(Cl)nc2c1 (configuration not stated),0.9,-8.9%,7.7%,3.6,17.0%,6.0,-7.1,-8.3%,-7.7%
COc1ccc(S(=O)(=O)N[C@@H](Cc2ccc(Cl)cc2)C(=O)N2CC[C@@]3(O)CCCC[C@H]3C2)cc1,5.2,-7.5%,-0.5%,1.2,u,-0.8,8.9,3.0%,-2.8%
COc1ccc(N2CCN(C(=O)CN(Cc3ccc(Cl)cc3)S(C)(=O)=O)CC2)cc1,8.7,-6.2%,-11.9%,-1.1,0.0%,6.3,x,-3.2%,-1.6%
O=C(c1ccco1)N1CCN(C(c2ccc(F)cc2)c2nnnn2CC2CCCO2)CC1 (configuration not stated),-5.6,33.4%[activator],-8.1%,0.9,6.0%,-28.0,-9.0,-30.1%,-8.8%
Cc1ccc(NC(=O)C(C)[n+]2ccccc2)cc1[N+](=O)[O-] (configuration not stated),-35.3,1.2%,0.9%,-1.4,2.0%,u,-1.3,7.9%,-11.3%
CCCN1CCC(NC(=O)Nc2ccccc2C(=O)OC)CC1,-6.2,5.7%,6.7%,-1.2,1.6%,10.6,x,-1.3%,-4.5%
Cn1nc(C(=O)Nc2cccc(Cl)c2)cc1C(=O)Nc1cccc(Cl)c1,0.3,u,1.0%,-0.3,u,6.8,-1.1,0.3%,2.5%
O=S(=O)(NCCc1cn2ccccc2n1)c1ccc(-c2ccccc2)cc1,4.1,-1.3%,-0.9%,0.1,u,27.7,-3.9,-4.1%,-0.7%
O=[N+]([O-])c1ccc(CSCc2ccc([N+](=O)[O-])cc2)cc1,-4.1,4.1%,4.2%,0.0,8.6%,4.1,23.3,4.1%,1.1%
c1ccc2c(c1)ccc1nnc(-c3ccc4c(c3)OCO4)n12,-4.0,-7.1%,u,-0.4,110.4%[activator],-5.3,-11.8,-4.1%,-9.1%
CS(=O)(=O)c1ccccc1C(=O)Nc1ccc2sccc2c1,1.1,3.8%,1.6%,1.8,13.3%,10.5,-3.0,-4.1%,-2.8%
CCCNC(=O)COC(=O)CCC(=O)c1ccc(F)cc1,-3.2,5.8%,1.6%,-2.9,1.2%,-5.6,0.3,-5.4%,-9.8%
CCOC(=O)C1CCN(C(=O)COC(=O)COc2ccc(Cl)cc2)CC1,-6.4,-2.2%,-0.2%,0.7,11.0%,6.6,0.3,-5.0%,11.2%
CC(=O)N1CCOCCOCCOCC1,6.4,-0.9%,2.1%,-1.9,0.7%,4.1,1.0,7.4%,2.8%
CC(NC(=O)C1CCN(Cc2ccc(Oc3ccccc3)cc2)CC1)c1cccc2ccccc12 (configuration not stated),1.7,-5.2%,0.6%,-0.7,u,-10.1,12.1,0.3%,1.4%
C=CCn1cc(C(=O)NCc2ccc(Cl)cc2)c(=O)c2cc(S(=O)(=O)N(CC)CC)ccc21,-19.4,-2.3%[1.53 µM],2.3%,-0.4,0.5%,-28.2,5.6,u,-10.9%
Cc1ccc(-c2nn(-c3ccccc3)cc2/C=N/O)cc1,-6.5,15.8%,20.2%,-0.6,u,-52.5*,20.3,-17.1%,-8.6%
CCCCn1c(N)c(N(CC(C)C)C(=O)c2ccc(OCC3CCCO3)cc2)c(=O)[nH]c1=O (configuration not stated),-18.4,-5.9%,3.7%,1.3,11.9%,7.8,0.5,-2.8%,-6.7%
COc1ccc2[nH]c3c(=O)n(CCCCC(=O)N4CCC(C(N)=O)CC4)c(=S)[nH]c3c2c1,-4.5,-14.8%,-1.6%,-2.3,5.6%,52.1,x,-24.8%,-9.1%
CC(O)(c1cccnc1)c1nc(-c2cccc3cccnc23)cs1 (configuration not stated),1.4,8.2%,1.4%,-0.3,20.0%,5.2,-22.3,-3.2%,-1.7%
CCOC(=O)c1sc(NC(=O)c2cc(-c3ccccc3)nc3ccccc23)c(C#N)c1C,11.3,-16.6%,-30.2%,-1.9,-33.3%,33.6,-18.5,-32.7%,2.99µM*
Cn1ncc(Cl)c1C(=O)N1CCN(c2ccc(Cl)c(Cl)c2)CC1,-2.2,-4.8%,-9.0%,-0.9,u,0.1,14.7,-23.6%,-12.7%
N=c1c(S(=O)(=O)c2ccc(Br)cc2)cc2c(=O)n3ccccc3nc2n1C1CCCC1,1.2,1.7%,-8.1%,-1.0,9.2%,4.2,3.5,-0.1%,-0.9%
COc1ccc(C(=O)Nc2ccc(N3CCN(C(=O)C(C)C)CC3)cc2)cc1[N+](=O)[O-],0.1,3.3%,-6.4%,-1.0,8.5%,-6.2,-7.4,-0.1%,-8.3%
COc1cccc(CCN2C(=O)CCC3=C2CCC3=O)c1,-0.1,-14.0%,5.0%,-0.5,29.5%,19.0,-1.7,-1.0%,-0.8%
O=C(COC(=O)C1CCN(S(=O)(=O)c2cccs2)CC1)Nc1ccccc1Br,-0.3,-8.7%,8.6%,-0.6,-4.6%,7.5,0.2,0.3%,-0.1%
O=C(Oc1cccc(NC(=O)c2ccco2)c1)c1cccc(S(=O)(=O)N2CCCCC2)c1,-2.0,-12.7%,-7.9%,1.7,-18.3%,0.7,-4.2,-7.6%,-9.6%
COc1ccc(OC)c(N2C(=O)CC(C(C)c3ccccc3)C2=O)c1 (configuration not stated),-3.4,-10.9%,0.4%,4.0,-7.8%,-1.4,-0.8,3.2%,-4.1%
COC(=O)C(C)N(C#N)c1nc(NC(C)C)nc(SC)n1 (configuration not stated),4.0,-9.0%,8.8%,-0.1,11.0%,3.7,-0.4,1.0%,-8.9%
Cn1c(N)c(C(=O)COC(=O)[C@H](Cc2ccccc2)N2C(=O)c3ccccc3C2=O)c(=O)n(C)c1=O,1.9,-23.5%,13.8%,-0.4,19.8%,12.2,6.2,-6.4%,-4.8%
O=C(CSc1cccc[n+]1[O-])Nc1cc([N+](=O)[O-])ccc1Cl,-3.0,-1.3%[0.307 µM],-11.6%,2.3,-3.3%[0.307 µM],-19.5,3.3,-5.0%,-13.8%
Cn1ccc2c(N3CCCCC3)cc3c(c21)C1CCC3C1 (configuration not stated),-9.5,3.0%,6.1%,1.1,9.6%,u,8.3,-7.7%,0.8%
COc1ccc(NC(=O)COC(=O)CCc2ccc(S(=O)(=O)N3CCOCC3)cc2)c(OC)c1,-1.1,-0.2%,2.5%,-0.1,-5.2%,-4.6,4.9,-0.2%,-7.4%
O=C(Nc1cccc(F)c1)c1cc(S(=O)(=O)NCCC2=CCCCC2)ccc1F,3.8,u,-2.6%,-0.3,u,-12.6,20.2,-25.8%[57.1 µM],-3.0%
COC(=O)/C=C1\S/C(=N/N=C/c2ccco2)NC1=O,-2.1,16.9%,-0.3%,-2.9,6.3%,-4.9,-6.3,0.7%,-4.3%

Single entries from the list:
GLP-1R agonist, COC(=O)C(C)N(C#N)c1nc(NC(C)C)nc(SC)n1 (configuration not stated) = 8.8%
GLP-1R agonist, O=C(Nc1cccc(F)c1)c1cc(S(=O)(=O)NCCC2=CCCCC2)ccc1F = -2.6%
